TRb SRC2 PPI = qHTS for Inhibitors of the Interaction of Thyroid Hormone Receptor and Steroid Receptor Coregulator 2; AID 1469, 2008; 280,000 compounds, 0.065% hits; Potency, µM (doses to about 106 µM), without a hit: at the highest dose activity change, negative = inhibition, usual class: inhibitors; Thyroid hormone receptor beta (Homo sapiens), P10828; TRbeta-SRC2 peptide binding, fluorescence polarization; receptor liganded with 1 µM T3;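 also: plate controls were bound peptide for no effect and peptide without receptor for full effect; nearly all actives have a fitted effect of over 50% in size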
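Read-out is fluorescence polarization (555 nm excitation, 632 nm emission) of a Texas Red SRC2 coactivator peptide; loss of signal reflects blocked binding to human TRb ligand-binding domain in the presence of 1 uM T3.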
TexasRed fluor = Total Fluorescence Counterscreen for Inhibitors of the Interaction of Thyroid Hormone Receptor and Steroid Receptor Coregulator 2. Potency, µM (titrated, usually from 106 µM), inactives show at the top dose fluorescence change, negative = quenching. 280,000 compounds, 0.29% hits. TRb/SRC2 Texas Red total fluorescence interference; active = well fitted curve in either direction with a large enough effect; inconclusive = small, poorly fitted or top-dose-only effect; also: % is scaled to controls: 0 for no effect and ±100 for the full control effect
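Human TRβ ligand-binding domain (0.6 uM) and Texas Red SRC2 peptide (20 nM) in Tris buffer with 1 uM T3 and 5% DMSO were incubated with pinned compound for 5 hr at ambient temperature. Total fluorescence was computed as S + 2P (555/632 nm).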
ALDH1A1 block = qHTS Assay for Inhibitors of Aldehyde Dehydrogenase 1 (ALDH1A1). Aldehyde dehydrogenase 1A1 (Homo sapiens), P00352. Purified ALDH1A1, NADH fluorescence, propionaldehyde substrate. Potency, µM (titrated, usually from 75.3 µM), inactives show at the top dose activity, negative = inhibition, actives largely listed as inhibitors. 220,000 compounds, 7.3% hits; active = well fitted inhibition curve with a large enough effect, not every such curve was filed as active; inconclusive = small, poorly fitted or top-dose-only effect, or another doubt; inactive = no such curve, though single readings can be large or run the other way;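 also: plate controls were no enzyme wells and a reference inhibitor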
JMJD2E inh = qHTS Assay for Inhibitors of Human Jumonji Domain Containing 2E (JMJD2E); JMJD2E catalytic domain, FDH-coupled NADH fluorescence (FDH is formaldehyde dehydrogenase); Potency, µM (titrated, usually from 57.1 µM), for the others: at the highest dose activity change, negative = inhibition, most hits filed as inhibitors; 230,000 compounds, 1.6% hits; AID 2147, 2009; active = well fitted inhibition curve with a large enough effect, not every such curve was filed as active; inconclusive = small, poorly fitted or top-dose-only effect, or another doubt; inactive = no such curve, though single readings can be large or run the other way;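 also: 0% = wells with enzyme and -100% = buffer wells without enzyme; nearly all actives have a fitted effect of over 50% in size; many of its hits are not listed in these tables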
Target sequence (B2RXH2 1-337 limits assumed): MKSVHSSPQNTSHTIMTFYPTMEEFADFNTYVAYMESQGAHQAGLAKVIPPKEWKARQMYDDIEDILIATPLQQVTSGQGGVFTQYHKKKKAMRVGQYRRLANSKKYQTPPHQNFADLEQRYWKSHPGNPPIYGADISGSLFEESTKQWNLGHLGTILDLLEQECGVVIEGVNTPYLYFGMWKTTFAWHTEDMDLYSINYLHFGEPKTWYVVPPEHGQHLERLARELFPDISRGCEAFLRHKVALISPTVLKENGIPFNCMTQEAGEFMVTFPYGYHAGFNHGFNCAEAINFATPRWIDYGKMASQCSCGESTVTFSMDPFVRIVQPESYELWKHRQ
SMN2 splice up = qHTS Assay for Enhancers of SMN2 Splice Variant Expression | Potency, µM (doses to about 46.1 µM), without a hit: top-dose activity change, positive = activation, hits mostly activators | 210,000 compounds, 2.8% hits | HEK293 SMN2-luciferase splicing reporter, luminescence, 30-36 h; also: % of control where 0% means no effect; nearly all actives have a fitted effect of over 55% in size
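HEK293 cells carry an SMN2 […]–luciferase reporter in which exon 7 inclusion puts luciferase in frame. Cells were plated 10-12 h before compound addition, then incubated 30-36 h at 37C. ONE-Glo luminescence was read; sodium butyrate at 4.5 mM final served as control.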
RECQ1 helicase = qHTS Assay for Inhibitors of RecQ-Like Dna Helicase 1 (RECQ1); AID 2549, 2010; Potency, µM (titrated, usually from 57.3 µM), for the others: top-dose activity, negative = inhibition, hits mostly inhibitors; 240,000 compounds, 0.54% hits; RECQ1 DNA unwinding, red fluorescence kinetic read;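 also: plate controls were vehicle for no effect and no enzyme for full effect; nearly all actives have a fitted effect of over 30% in size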
Target sequence (P46063 whole entry, looked up): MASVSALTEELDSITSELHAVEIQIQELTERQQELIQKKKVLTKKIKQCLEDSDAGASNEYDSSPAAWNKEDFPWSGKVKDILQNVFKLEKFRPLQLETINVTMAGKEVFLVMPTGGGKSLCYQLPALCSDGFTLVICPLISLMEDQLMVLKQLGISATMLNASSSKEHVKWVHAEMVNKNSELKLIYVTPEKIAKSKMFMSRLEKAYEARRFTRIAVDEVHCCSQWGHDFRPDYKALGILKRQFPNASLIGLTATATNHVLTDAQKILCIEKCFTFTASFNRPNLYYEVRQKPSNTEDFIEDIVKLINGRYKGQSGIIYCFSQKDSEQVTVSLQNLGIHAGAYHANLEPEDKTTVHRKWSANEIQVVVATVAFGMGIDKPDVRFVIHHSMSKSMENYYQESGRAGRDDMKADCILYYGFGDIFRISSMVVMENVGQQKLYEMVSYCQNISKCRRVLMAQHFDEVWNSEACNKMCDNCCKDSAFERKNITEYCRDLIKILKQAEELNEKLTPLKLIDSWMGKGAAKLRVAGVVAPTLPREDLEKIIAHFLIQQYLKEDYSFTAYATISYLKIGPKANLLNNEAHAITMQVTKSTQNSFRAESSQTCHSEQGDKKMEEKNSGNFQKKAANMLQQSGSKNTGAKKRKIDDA
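50 nM RECQ1T1 preincubated 15 min with compound in Tris pH 8.0 buffer with MgCl2, DTT, Tween-20 and 2.5 ug/ml poly(dI-dC); started with 200 nM TAMRA/BHQ-2 forked duplex and 2 mM ATP. Unwinding read as fluorescence (525/598 nm), two reads 2 h apart.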
GoLoco inh red = qHTS Assay for Inhibitors of RGS12 GoLoco Motif Activity (Red Fluorophore) | Gai1:RGS12 GoLoco peptide FP, rhodamine, 10 min | Potency, µM (titrated, usually from 61.6 µM), without a hit: at the top dose activity, negative = inhibition, most hits filed as inhibitors | 230,000 compounds, 0.44% hits | AID 880, 2007; active = well fitted inhibition curve with a large enough effect, not every such curve was filed as active; inactive = no such curve, though single readings can be large or run the other way; also: % is scaled to controls: 0 for no effect and ±100 for the full control effect; nearly all actives have a fitted effect of over 30% in size; many of its hits are not listed in these tables
Lamin A splicing = qHTS Assay for Modulators of Lamin A Splicing; HeLa LMNA splicing GFP/RFP minigene ratio, 48 h; Potency, µM (series often up to 46.1 µM), for inactives: at the top dose ratio change, negative = inhibition, most hits filed as inhibitors; 200,000 compounds, 0.01% hits; AID 1487, 2009; active = well fitted inhibition curve with a large enough effect in the signal ratio, with a control signal flat, not every such curve was filed as active; inconclusive = small, poorly fitted or top-dose-only effect, or effect the other way, or a change in a side signal; the % refers to the signal ratio; also: % is scaled to controls: 0 for no effect and ±100 for the full control effect
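Read-out is the ratio of GFP to DsRed2 object intensity, acquired by 488 nm laser-scanning cytometry on HeLa lamin A-EGFP minigene reporter cells. Compound incubation 48 hrs at 37 °C in Opti-MEM with 2% FBS; DMSO 0.5% final.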
Numbers without * were called inactive; i = inactive; ? = inconclusive; nt = no result given; [ ] = another dose, or the depositor's remark. Unless noted, calls follow the shape of the dose curve; as a rule, active = well fitted curve in the direction sought with a large enough effect; inconclusive = small, poorly fitted or top-dose-only effect, or another doubt; inactive = no such curve, though single readings can be large; an effect the other way counts as inactive or inconclusive. Potency is read from the fitted curve at half-maximal effect.

Values run as follows: TRb SRC2 PPI	TexasRed fluor	ALDH1A1 block	JMJD2E inh	SMN2 splice up	RECQ1 helicase	GoLoco inh red	Lamin A splicing
1. O=c1c2cc(NC(=S)NC3CC3)ccc2nc2n1CCCCC2
 : -2%	-6%	-2%	?	11%	-10%	13%	?
2. O=C(Nc1ccccc1)N1CCN(CCc2ccccc2)CC1
 : -5%	-1%	-4%	5%	7%	i	6%	nt
3. COC(=O)c1ccccc1Sc1c(/C=N/OCc2ccc(Cl)cc2)c(C(F)(F)F)nn1C
 : -18%	2%	4%	0%	-47%[inhibitor]	i	-13%	?
4. CCc1c(C)nc(N2CCOCC2)[nH]c1=O
 : 5%	-2%	11%	5%	18%	-15%	17%	-7%
5. CC(C)(C)NC(=O)CSc1nnc(C2CC2)n1-c1ccccc1
 : -1%	-1%	-4%	0%	1%	i	1%	-14%[46 µM]
6. O=C(O)C1CCCCC1C(=O)NCCCCc1ccccc1 (configuration not stated)
 : 2%	-10%	-8%	-11%	17%	i	6%	14%
7. Cc1ccc(-c2c[n+](CC(=O)Nc3c(C)cccc3C)c3n2CCC3)cc1
 : 2%	1%	nt	-6%	nt	-4%	4%	nt
8. Cc1cc(C)nc(SCSc2nc(C)cc(C)n2)n1
 : -6%	2%	8%	-17%	15%	-8%	-33%	?
9. CCCCCn1c(=O)c(-c2nc3ccccc3[nH]2)c(O)c2ccccc21
 : -3%	-1%	?	?	-19%	19%	10%	?
10. Cc1cc(C)c(O)c(-c2cc(C(=O)Nc3c(C)n(C)n(-c4ccccc4)c3=O)[nH]n2)c1
 : -4%	-1%	nt	-11%	nt	-6%	9%	nt
11. COC(=O)c1cn(CC(=O)N2CCCCC2C)c2ccccc12 (configuration not stated)
 : -9%	1%	-12%	-1%	-15%	-14%	-6%	13%
12. Cc1ccc(N(C)C(=O)N2CCN(S(=O)(=O)c3c(C)cc(C)cc3C)CC2)cc1
 : -12%	-3%	25%	-2%	3%	-23%	132%	-2%
13. CC(=O)OC1OCCOC1NC(=S)Nc1cccc(C(F)(F)F)c1 (configuration not stated)
 : -2%	-1%	-1%	2%	0%	-9%	4%	-8%[46 µM]
14. CCCOc1ccc(C(=O)Nc2ccc(N(C)C)cc2)cc1
 : 10%	5%	?	?	92%	-6%	-26%	5%
15. CCOc1ccc(C2/C(=C(/O)c3ccc(Cl)cc3)C(=O)C(=O)N2CCCN(C)C)cc1OC (configuration not stated)
 : 1%	2%	-1%	-3%	3%	-12%	2%	10%
16. COc1ccccc1Nc1nc2cc(C)ccc2cc1C#N
 : 8%	-2%	?	9%	nt	12%	7%	11%[46 µM]
17. CCOC(=O)c1c(NC(=S)Nc2ccccc2)sc2c1CCN(CC)C2
 : -6%	-2%	?	?	-1%	19%	95%[activator]	-9%
18. N#Cc1ccsc1NC(=O)CSc1ncnc2ccccc12
 : -2%	-8%	?	0%	?	-34%	41%[activator]	?
19. Cc1nn(-c2ccccc2)c(Cl)c1/C=N/Nc1ccc(S(=O)(=O)Nc2ccccc2C(=O)O)cc1[N+](=O)[O-]
 : 10%	?	?	-10%	11%	?	7%	-3%
20. Cc1nn(C)cc1C(C(=O)NC1CCCCC1)N(Cc1ccccc1Cl)C(=O)c1cnccn1 (configuration not stated)
 : 1%	-3%	2%	5%	nt	0%	-2%	nt
21. Cc1nn(C)c(C(=O)NCc2ccc(Cl)cc2)c1Cl
 : 11%	0%	11%	-4%	-72%[inhibitor]	i	-5%	?
22. COc1ccc(C(=O)C2CCCN(Cc3cccn3-c3nccs3)C2)cc1OC (configuration not stated)
 : -2%	-2%	nt	?	nt	-5%	5%	nt
23. CCOc1cc(NC(=S)NCC2CCCO2)c(OCC)cc1NC(=O)c1ccccc1C (configuration not stated)
 : 5%	-4%	-3%	1%	-4%	i	-5%	7%
24. COc1ccc(/C=C2/SC(=S)N(n3c(C)ccc3C)C2=O)cc1
 : ?	?	6.3µM*	3%	-17%	10%	-1%	17%
25. O=C(NNC(=O)c1cccnc1)Nc1cccc2ccccc12
 : 9%	2%	?	?	11%	8%	-12%	6%
26. CCC1CCCCN1C(=O)CSc1nc(N)cc(N)n1 (configuration not stated)
 : -5%	-1%	8.9µM*	-8%	-10%	i	3%	6%[46 µM]
27. O=C(Nc1ccccc1C(=O)N1CCOCC1)C1CC(=O)N(C2CCCC2)C1 (configuration not stated)
 : -8%	-6%	?	6%	27%	3%	-12%	-3%
28. FC(F)(F)c1cc(Oc2ccccc2)ncc1-c1nnc(-c2ccccc2Cl)o1
 : -6%	-1%	?	?	nt	-3%	4%	nt
29. CN(C)C(/C=C/Nc1ccc(F)cc1F)=C(C#N)C#N
 : 2%	2%	6%	-7%	2%	-5%	3%	3%
30. COCCOC(=O)C1=C(C)N=c2s/c(=C\c3cccs3)c(=O)n2C1c1cccs1 (configuration not stated)
 : 6%	2%	?	0%	-48%[inhibitor]	1%	27%	11%
31. CCOc1cccc(-c2nnc(SCC(=O)Nc3ccc(OC)c(OC)c3)n2N)c1
 : 3%	1%	-3%	6%	-4%	i	3%	7%
32. Cc1cc(/N=C/N(C)C)on1
 : -4%	-3%	7%	6%	12%	-1%	4%	9%
33. CCc1ccc(NC(=O)N(CCN2CCOCC2)C2CCN(C(C)=O)CC2)cc1
 : -2%	-1%	2%	6%	10%	i	-4%	2%
34. CNC(=O)c1cc2cc(OC)ccc2n1CCN(Cc1ccccc1)Cc1ccccc1
 : -6%	0%	?	?	9%	i	-1%	7%
35. Cc1cc(C)cc(NC(=O)CN2CCC(NC(=O)Cc3ccccc3)CC2)c1
 : 1%	-2%	14%	0%	6%	-16%	-1%	-3%
36. O=c1c(-c2ccc(O)cc2)coc2cc(OC3OC(CO)C(O)C(O)C3O)ccc12 (configuration not stated)
 : 4%	-3%	1%	-2%	?	3%	7%	15%
37. COc1ccc(N2CCN(C(C)C(=O)N3CC(C)OC(C)C3)CC2)cc1 (configuration not stated)
 : -5%	-4%	?	22µM*	nt	i	-2%	nt
38. COC/C=C/C1=CC2=CC(=O)C(C)(OC(=O)c3cnc4ccccc4n3)C(=O)C2=CN1C1CCCC1 (configuration not stated)
 : -2%[11.2 µM]	-2%[11.2 µM]	-5%[13.5 µM]	-5%[11.4 µM]	-6%[9.22 µM]	i[11.5 µM]	-2%[14.2 µM]	-6%[9.22 µM]
39. Cc1ccc(CS(=O)(=O)c2nc3c(c(N(C)C)n2)CCCC3)cc1
 : -6%	-6%	?	-4%	nt	-8%	1%	nt
40. CCOC(=O)c1ccc(NC(=S)Nc2ccccn2)cc1
 : 4%	-1%	-5%	-10%	12%	-11%	-8%	-4%
41. Cc1c(C(=O)N2CCN(c3ccccn3)CC2)sc2ncnc(N3CCOCC3)c12
 : 2%	-8%	-1%	2%	4%	-16%	-6%	3%
42. Brc1ccc(-c2nc(N/N=C/c3cccnc3)c3ccccc3n2)cc1
 : -3%	-8%	?	?	13µM*	-6%	8%	?
43. O=C(CSc1nnc(CNc2ccc(F)cc2)n1Cc1ccccc1)NCc1ccco1
 : -7%	-1%	?	-3%	-3%	i	-5%	0%
44. CCc1nnc(NC(=O)CSc2ncc(-c3ccccc3)n2C)s1
 : -5%	-1%	?	-4%	-19%	0%	24%	?
45. CC(OC(=O)c1ccc([N+](=O)[O-])s1)C(=O)Nc1ncc(Cl)cc1Cl (configuration not stated)
 : -2%	-1%	6.3µM*	-2%	2%	-11%	-13%	-7%
46. Clc1cccc(Cl)c1CO/N=C/c1c(-c2ccccc2)nc2n1CCS2
 : -3%	-3%	-7%	?	-35%[inhibitor]	i	5%	0%
47. Cc1cccc2[nH]c3c(N4CC=C(c5ccc(F)cc5)CC4)ncnc3c12
 : 3%	-1%	-19%	?	nt	-13%	6%	nt
48. Cc1ccc(C(=O)Nc2nc(-c3ccc([N+](=O)[O-])cc3)cs2)o1
 : -4%	-4%	11%	9%	-14%	-3%	8%	9%
49. O=C(Cn1c(CC(=O)N2CCCC2)nc2ccccc21)NCc1ccccc1
 : -4%	-3%	0%	-1%	8%	?	2%	-3%
50. O=C(O)CCn1nnc(-c2cccs2)n1
 : 2%	2%	17%	1%	11%	4%	2%	-7%
51. O=C(N/N=C/c1ccc(-c2ccc(Br)cc2)o1)c1ccc2c(c1)OCO2
 : 6%	-3%	-3%	?	-13%	14%	18%	nt
52. CC(=Nc1ccccc1)C1=C(O)COC1=O
 : -18%	-3%	5.6µM*	1%	-11%	-1%	-5%	5%
53. Cc1ccc(S(=O)(=O)N(C)C)cc1-n1c(SCC(=O)Nc2ccc(F)cc2Cl)nc2ccccc2c1=O
 : 2%[53 µM]	-1%[53 µM]	-8%	-3%	3%	-2%	-3%	5%
54. CC(C)(CN1CCN(C(c2ccccc2)c2ccccc2)CC1)NS(=O)(=O)c1ccccc1
 : -7%	-2%	nt	-10%	nt	-8%	2%	nt
55. COc1cccc(/C=N/N2CCN(C3c4ccccc4-c4ccccc43)CC2)c1O
 : -7%	0%	nt	-4%	nt	-9%	5%	nt
56. Cc1cc2c(cc1C)CSC(c1ccc(O)cc1)SC2
 : 3%	2%	?	-1%	24%	2%	-8%	-10%
57. CN1CCN(C(c2cccnc2)c2ccc3cccnc3c2O)CC1 (configuration not stated)
 : 2%	0%	1.9µM*	3%	nt	-10%	-60%	9%

The list is partial; rates above refer to the full screens.
